# High-throughput results as filed in PubChem BioAssay.
# POLI inh: DNA polymerase iota (human) inhibition; Q9UNA4; Pol iota fluorescent replication assay, 10 min; Potency, µM (series often up to 115 µM), for inactives: at the highest dose activity, negative = inhibition, most hits filed as inhibitors; hit rate 1% among 390,000; AID 588590
#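 Pol iota at 10 nM preincubated 15 min with compounds at room temperature; reaction started with fluorescent substrate, 50 nM final. Fluorescence read kinetically at 0 and 10 min; buffer-only wells as negative control.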
# APE1 inh: inhibitors of human APE1 endonuclease. recombinant APE1, TAMRA/BHQ-2 abasic DNA cleavage fluorescence. hit rate 0.35% among 350,000. P27695. Potency, µM (top dose mostly 65.8 µM), inactives show at the highest dose activity change, negative = inhibition, actives largely listed as inhibitors;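 also: plate controls were vehicle for no effect and reference inhibitor for full effect; nearly all actives have a fitted effect of over 55% in size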
#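 Enzyme (0.75 nM final) and test compound are incubated 15 min at room temperature before adding 50 nM quenched THF abasic-site duplex. Cleavage dequenches TAMRA, followed at 525/598 nm over three reads one minute apart.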
# POLK inh: inhibitors of human DNA polymerase kappa | hit rate 0.53% among 400,000 | Potency, µM (top dose mostly 107 µM), for the others: top-dose activity, negative = inhibition, actives largely listed as inhibitors | purified Pol kappa, fluorescent DNA synthesis assay, 10 min | AID 588579 | Q9UBT6; also: % is scaled to controls: 0 for no effect and ±100 for the full control effect
#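 50 nM final substrate added after 15 min RT preincubation of 10 nM Pol kappa with compound; fluorescence read at 0 and 10 min.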
# BLM helicase inh: inhibitors of human Bloom syndrome helicase BLM; hit rate 0.2% among 350,000; recombinant BLM DNA unwinding, fluorescence dequenching; Potency, µM (series often up to 56.1 µM), for inactives: at the top dose activity change, negative = inhibition, usual class: inhibitors; AID 2528; P54132;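 also: plate controls were vehicle for no effect and no enzyme for full effect; nearly all actives have a fitted effect of over 35% in size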
# G9a block: G9a (human) methyltransferase inhibition; AID 504332; G9a H3K9 monomethylation, AlphaScreen, 2 h; Q96KQ7; Potency, µM (doses to about 102 µM), without a hit: at the highest dose activity, negative = inhibition, actives largely listed as inhibitors; hit rate 8.8% among 350,000; also: % is scaled to controls: 0 for no effect and ±100 for the full control effect; nearly all actives have a fitted effect of over 75% in size
#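 Quantitative HTS format: methyltransferase activity on a biotin-tagged H3K9 peptide is measured by AlphaScreen, using a rabbit anti-monomethyl-H3K9 antibody with streptavidin donor and anti-IgG acceptor beads. Final levels are 20 nM enzyme, 500 nM peptide, 20 uM SAM; 2 h RT.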
# POLH inh: blocks human DNA polymerase eta activity | Potency, µM (series often up to 114 µM), for inactives: at the top dose activity change, negative = inhibition, most hits filed as inhibitors | Q9Y253 | hit rate 1.2% among 390,000 | recombinant Pol eta, fluorescent DNA replication assay; also: % is scaled to controls: 0 for no effect and ±100 for the full control effect
#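 Pol eta at 10 nM preincubated with compounds 15 min at room temperature; reaction started with fluorescent substrate (50 nM final) and read kinetically at 0 and 10 min.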
# BAZ2B inh: inhibitors of human BAZ2B bromodomain; Q9UIF8; AlphaScreen BAZ2B-H3K14Ac peptide displacement; Potency, µM (top dose mostly 114 µM), for inactives: at the top dose activity change, negative = inhibition, most hits filed as inhibitors; hit rate 4.4% among 360,000; AID 504333; also: % is scaled to controls: 0 for no effect and ±100 for the full control effect; nearly all actives have a fitted effect of over 60% in size
#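 AlphaScreen luminescence quantifies BAZ2B engagement of H3K14Ac peptide; the protein and biotinylated peptide are both at 50 nM final, buffer PBS pH 7.4 with 0.01% Tween-20, all steps at room temperature.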
# Pol beta inh: DNA polymerase beta (human) inhibition | P06746 | Pol beta primer extension/strand displacement, fluorescence kinetic | Potency, µM (highest dose often 114 µM), inactives show at the highest dose activity change, negative = inhibition, most hits filed as inhibitors | hit rate 1.3% among 340,000; also: % is scaled to controls: 0 for no effect and ±100 for the full control effect
#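 10 nM enzyme + cpd, 15 min RT; start with substrate 50 nM final; read 0 min and after 10 min RT. Corrected, normalized data; 4-parameter Hill curve fit.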
# JMJD2A Tudor: inhibitors of human JMJD2A Tudor domain; O75164; hit rate 4.4% among 390,000; AlphaScreen JMJD2A-Tudor / H3K4me3 peptide binding; Potency, µM (doses to about 114 µM), for the others: at the highest dose activity change, negative = inhibition, usual class: inhibitors; also: % is scaled to controls: 0 for no effect and ±100 for the full control effect; nearly all actives have a fitted effect of over 50% in size
# Target sequence (O75164 whole entry, looked up, the tested form may be a part): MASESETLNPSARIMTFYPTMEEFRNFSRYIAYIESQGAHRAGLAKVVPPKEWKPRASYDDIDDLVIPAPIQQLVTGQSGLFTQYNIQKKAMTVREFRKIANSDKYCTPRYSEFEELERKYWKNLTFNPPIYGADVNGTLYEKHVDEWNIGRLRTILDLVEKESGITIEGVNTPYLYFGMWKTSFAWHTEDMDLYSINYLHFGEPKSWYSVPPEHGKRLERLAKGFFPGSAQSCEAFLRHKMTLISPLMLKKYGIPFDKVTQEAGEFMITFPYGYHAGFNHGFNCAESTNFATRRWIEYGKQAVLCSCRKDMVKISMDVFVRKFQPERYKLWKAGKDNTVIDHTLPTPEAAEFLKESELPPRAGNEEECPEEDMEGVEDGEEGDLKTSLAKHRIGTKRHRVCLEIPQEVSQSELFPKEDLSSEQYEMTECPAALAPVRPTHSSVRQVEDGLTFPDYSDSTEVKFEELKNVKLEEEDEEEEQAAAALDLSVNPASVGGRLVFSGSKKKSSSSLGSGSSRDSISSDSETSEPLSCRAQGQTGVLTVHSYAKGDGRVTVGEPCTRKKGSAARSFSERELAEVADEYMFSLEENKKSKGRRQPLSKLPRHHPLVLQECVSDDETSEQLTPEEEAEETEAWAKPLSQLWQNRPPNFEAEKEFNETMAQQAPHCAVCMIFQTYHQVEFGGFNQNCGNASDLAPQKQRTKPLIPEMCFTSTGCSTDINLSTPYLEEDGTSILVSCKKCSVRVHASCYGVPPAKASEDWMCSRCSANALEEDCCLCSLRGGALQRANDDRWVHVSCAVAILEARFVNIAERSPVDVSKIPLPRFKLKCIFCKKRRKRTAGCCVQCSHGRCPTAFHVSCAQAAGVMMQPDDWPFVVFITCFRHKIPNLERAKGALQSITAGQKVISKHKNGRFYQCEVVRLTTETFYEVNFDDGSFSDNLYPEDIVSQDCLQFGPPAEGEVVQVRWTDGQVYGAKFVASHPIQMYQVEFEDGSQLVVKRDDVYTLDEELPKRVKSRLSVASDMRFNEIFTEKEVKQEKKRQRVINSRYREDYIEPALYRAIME
# Numbers without * were called inactive; ? = inconclusive; · = not tested or not shown; & = joins results of further samples; [ ] = remark or other dose. Calls follow the shape of the dose curve; as a rule, active = well fitted curve in the direction sought with a large enough effect; inconclusive = small, poorly fitted or top-dose-only effect, or another doubt; inactive = no such curve, though single readings can be large; an effect the other way counts as inactive or inconclusive. Potency is read from the fitted curve at half-maximal effect. Only part of the results is shown (hit frequency here may not be typical).
SMILES,POLI inh,APE1 inh,POLK inh,BLM helicase inh,G9a block,POLH inh,BAZ2B inh,Pol beta inh,JMJD2A Tudor
C=CCn1c(NC)cc(=O)n(C)c1=O,21%,-2%,-12%,-2%,-28%[59 µM],-11%,1%,-12%,-17%
O=C(Nc1ccccc1[N+](=O)[O-])c1cc(S(=O)(=O)Nc2ccccn2)ccc1Cl,13%,3%,-7%,-3%,-7%,-16%,?,-2%,-12%
COc1ccc2cc(-c3nc(Cl)c4c5c(sc4n3)CC(C)CC5)c(=O)oc2c1 (stereo not given),0%,·,3%,-3%,8%[59 µM],-8%,4%,12%,5%
O=C(NC1CCCC1)C(c1ccccc1F)N(C(=O)c1ccco1)C1CCCC1 (stereo not given),3%,6%,8%,-1%,0%[59 µM],0%,-4%,-14%,-18%
COC(=O)c1ccc(NC(=O)CSc2nnc(C(C)NC(=O)c3ccccc3Cl)n2C)cc1 (stereo not given),21%,-3%,-13%,1%,-4%[59 µM],-11%,-9%,28%,-5%
COc1nc(-c2ccc(C)cc2)ccc1-c1noc(-c2cccnc2)n1,-13%&-12%,0%,11%&-11%,0%,3%,-8%,-2%,0%,-9%
CN(C(=O)c1ccc(NC(=O)Cc2ccc(NC(=O)C3CCCN(C(=O)CCc4ccccc4)C3)cc2)cc1)C1CCCC1 (stereo not given),16%,·,4%,·,·,-27%,·,·,-4%
COc1cccc(C2=C(C(C)=O)Sc3nncn3N2C(C)=O)c1,73%[activator],·,-8%[60.1 µM],-9%,?,-22%,-18%,2%,-13%
CC(=O)Nc1ccc(Nc2ncnc3c2cnn3-c2ccc(C)cc2C)cc1,4%,4%,-14%,-13%,9%[59 µM],-8%,-1%,-15%,-16%
Cc1ccc(C(=O)COC(=O)c2cc(=O)[nH]c3ccccc23)cc1C,26%,0%,-14%,-7%,28µM*,50µM*,50µM*,6%,-33%

# Look-ups from the entries so far:
# Value of `COc1ccc2cc(-c3nc(Cl)c4c5c(sc4n3)CC(C)CC5)c(=O)oc2c1` (stereo not given) in POLK inh: 3%
# Value of `COC(=O)c1ccc(NC(=O)CSc2nnc(C(C)NC(=O)c3ccccc3Cl)n2C)cc1` (stereo not given) in G9a block: -4%[59 µM]

# (further entries)
SMILES,POLI inh,APE1 inh,POLK inh,BLM helicase inh,G9a block,POLH inh,BAZ2B inh,Pol beta inh,JMJD2A Tudor
COc1ccc(OCC(O)CNC(=O)c2ccccc2)cc1 (stereo not given),16%,1%,-7%,-4%,0%,4%,-13%,-1%,-8%
COc1ccccc1C(=O)NCCC(=O)NCc1cccnc1,22%,11%,-5%,·,4%[12.7 µM],-8%,11%,·,-5%
COc1ccc(C2c3ccc4ccccc4c3Oc3ncn(CCO)c(=N)c32)cc1OC (stereo not given),29%,6%,-7%,78%[activator],?,-23%,-21%,41%,?
Cc1cc(N2C(=O)C(O)=C(C(=O)c3ccco3)C2c2ccc([N+](=O)[O-])cc2)no1 (stereo not given),?,-14%,-16%,-1%,89µM*,-6%,?,12%,-14%
O=C(Nc1ccc(S(=O)(=O)N2CCCC2)cc1)c1ccc(F)cc1,41%[activator],·,4%,·,·,-22%,·,·,9%
BrC(=C\c1ccccc1)/C=N/Nc1nc2ccccc2[nH]1,0%,-5%,-6%,-9%,?,-12%,?,-12%,?
COc1ccc(Oc2ncc3nc(-c4ccccc4)c(=O)n(C[C@H]4CCCO4)c3n2)cc1,·,-4%,-4%[60.1 µM],-7%,-3%[0.501 µM],·,·,·,·
Cc1[nH]n(-c2ccccc2)c(=O)c1C=Nc1cnc2ccccc2c1,?,-6%,-2%,-6%,-33%[59 µM],?,-11%,?,-27%
COc1ccc(-c2nc3scc(CCNS(=O)(=O)c4c(C)noc4C)n3n2)cc1OC,-3%,·,-8%[60.1 µM],4%,-10%[59 µM],-8%,-5%,-3%,-12%
CC(C)C[C@@]12C(=O)N(c3cccc(F)c3)C(=O)N1[C@H](c1ccc(F)cc1)[C@@H]1C(=O)N(C3CCCCC3)C(=O)[C@@H]12,-9%,25%,-1%,·,-5%[2.33 µM],-4%,13%,·,-10%
OC(CNCc1cccnc1)COc1ccc2ccccc2c1 (stereo not given),23%,24%,-4%,-9%,-3%,-20%,-22%,-6%,-21%
Cc1ccc(Cn2c(CN3CCC(C(=O)NCCc4ccccc4)CC3)cc3ccccc32)cc1,35%[activator],·,-10%[60.1 µM],3%,8.9µM*,-11%,18µM*,-16%,40µM*
SC(COCc1ccccc1)CN1CCN(Cc2ccc3c(c2)OCO3)CC1 (stereo not given),23%,14%,4%,1%,22µM*,-13%,?,9%[57.1 µM],?
Nc1nc(N)nc(-c2cc(C(F)(F)F)ccc2Cl)n1,-4%,-13%,-16%,·,18%[2.33 µM],-8%,11%,·,-16%
CN(C)c1ccc(C2/C(=C(/O)c3ccccc3)C(=O)C(=O)N2CCCC(=O)O)cc1 (stereo not given),-10%,2%,-11%,-4%,?,-22%,-26%,2%,?
O=S(=O)(c1ccc2c(c1)OCCO2)N1CCC(c2nc3ccc(Cl)cc3[nH]2)CC1,-20%[58.9 µM],-3%,-21%,-8%,-1%[12.7 µM],-5%,-8%,3%,-19%
COc1ccc(C=NNC(=O)CCCC(=O)NN=Cc2ccc(OC)c(O)c2)cc1O,17%,·,-12%,·,·,-24%,·,·,3%
COc1ccc(OC)c(Nc2cc(C)c3ccccc3n2)c1,3%,-2%,4%,-9%,10%,-19%,?,-2%,?
Cc1c(C(=O)O)cccc1-c1ccc(/C=C2/NC(=O)N(c3ccccc3)C2=O)o1,?,?,?,1%,?,22µM*,-15%,18µM*,-5%
S=c1[nH]nc(C2COc3ccccc3O2)o1 (stereo not given),-7%,-1%,6%,-1%,32µM*,-8%,8%,30%,-22%
CCCCc1nc2ccccc2n1CC(=O)N(COCC)c1c(C)cccc1CC,3%,·,3%,-4%,-5%[59 µM],-16%,-2%,-13%,-6%
Cc1ccc(NC(=S)NCc2ccc(S(N)(=O)=O)cc2)c(C)c1,29%,2%,-18%,-9%,26%,1%,22%,17%,-18%
O=S(N1CCc2ccccc21)C12CC3CC(CC(C3)C1)C2 (stereo not given),33%[activator],11%,-2%,-10%,-35%,-6%,6%,1%,3%
COc1ccc(NCc2cc(=O)oc3cc(NC(C)=O)ccc23)cc1,118%[activator],46%[activator],-9%,-3%,9%[2.33 µM],1%,27%,-1%,-17%
CCc1ccccc1N(C)C(=O)c1cnc(N2CCOCC2)c2ccccc12,16%,·,-8%[60.1 µM],0%,9%[59 µM],-18%,-3%,-14%,-11%
COc1ccc(CC(=O)NC(C)c2nnc(SCc3nc4ccccc4c(=O)[nH]3)n2C)cc1 (stereo not given),3%,-1%,-1%,-1%,-1%[12.7 µM],-4%,-3%,26%,-8%
CC(C)(C)NC(=O)CN(C(=O)Cn1nnc(-c2ccccc2F)n1)c1cccc2c1CCCC2,9%,1%,-8%,-5%,96%[activator][59 µM],0%,-36%,12%,-16%
Cc1cc2oc(=O)cc(Cn3ccnc3)c2cc1C,17%,-3%,-7%,-9%,-33%,-5%,-3%,22%,-12%
Cc1cc(C)c(C)c(S(=O)(=O)NCc2cccnc2)c1C,27%,17%,-3%,0%,?,-4%,-5%,-28%,-7%

# Molecules shown so far containing a halogen:
SMILES,POLI inh,APE1 inh,POLK inh,BLM helicase inh,G9a block,POLH inh,BAZ2B inh,Pol beta inh,JMJD2A Tudor
O=C(Nc1ccccc1[N+](=O)[O-])c1cc(S(=O)(=O)Nc2ccccn2)ccc1Cl,13%,3%,-7%,-3%,-7%,-16%,?,-2%,-12%
COc1ccc2cc(-c3nc(Cl)c4c5c(sc4n3)CC(C)CC5)c(=O)oc2c1 (stereo not given),0%,·,3%,-3%,8%[59 µM],-8%,4%,12%,5%
O=C(NC1CCCC1)C(c1ccccc1F)N(C(=O)c1ccco1)C1CCCC1 (stereo not given),3%,6%,8%,-1%,0%[59 µM],0%,-4%,-14%,-18%
COC(=O)c1ccc(NC(=O)CSc2nnc(C(C)NC(=O)c3ccccc3Cl)n2C)cc1 (stereo not given),21%,-3%,-13%,1%,-4%[59 µM],-11%,-9%,28%,-5%
O=C(Nc1ccc(S(=O)(=O)N2CCCC2)cc1)c1ccc(F)cc1,41%[activator],·,4%,·,·,-22%,·,·,9%
BrC(=C\c1ccccc1)/C=N/Nc1nc2ccccc2[nH]1,0%,-5%,-6%,-9%,?,-12%,?,-12%,?
CC(C)C[C@@]12C(=O)N(c3cccc(F)c3)C(=O)N1[C@H](c1ccc(F)cc1)[C@@H]1C(=O)N(C3CCCCC3)C(=O)[C@@H]12,-9%,25%,-1%,·,-5%[2.33 µM],-4%,13%,·,-10%
Nc1nc(N)nc(-c2cc(C(F)(F)F)ccc2Cl)n1,-4%,-13%,-16%,·,18%[2.33 µM],-8%,11%,·,-16%
O=S(=O)(c1ccc2c(c1)OCCO2)N1CCC(c2nc3ccc(Cl)cc3[nH]2)CC1,-20%[58.9 µM],-3%,-21%,-8%,-1%[12.7 µM],-5%,-8%,3%,-19%
CC(C)(C)NC(=O)CN(C(=O)Cn1nnc(-c2ccccc2F)n1)c1cccc2c1CCCC2,9%,1%,-8%,-5%,96%[activator][59 µM],0%,-36%,12%,-16%
